Bioassay records from PubChem BioAssay.
MmCpn inh = M. maripaludis TRiC chaperonin inhibition; purified Mm-Cpn ATPase, ADP Transcreener TR-FRET; 0.031% of 330,000 active; Potency, µM (series often up to 76.9 µM), inactives show top-dose activity, negative = inhibition, most hits filed as inhibitors; AID 504842; note: potency is the fitted concentration of half-maximal effect; % is set by controls: 0 for no effect and ±100 for the full control effect; nearly all actives have a fitted effect of over 80% in size
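ATP (10 uM final) was added to archaeal chaperonin (25 nM final) after 10 min exposure to test compound at 37°C; after 30 min further incubation, ADP was detected by competitive TR-FRET.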
HepG2 tox = HepG2 cytotoxicity, counter-screen for TGF-b inhibitors. HepG2 CAGA-GFP viability, ATP luminescence, 18 h. Potency, µM (top dose mostly 46.1 µM), for the others: at the top dose activity change, negative = cytotoxicity, hits mostly cytotoxic. 0.76% of 410,000 active. AID 588856; note: potency is the fitted concentration of half-maximal effect; some results filed as inactive show a strong effect at the top dose
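CellTiter-Glo luminescence gave cytotoxicity after 18 hours at 37 degrees C. The cells were HepG2 CAGA-GFP in 1% FBS DMEM, stimulated with 500 pg/mL TGF-beta after compound addition. %Activity was normalised to no-cell wells (complete cell-killing) and DMSO (no toxicity), and curves were fitted and classified.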
Nrf2 activator = activates Nrf2 signaling; AREc32 ARE-luciferase reporter (MCF7-derived line), luminescence, 24 h; Potency, µM (top dose mostly 46.1 µM), for inactives: at the highest dose activation, hits mostly activators; 0.31% of 410,000 active; AID 624171; note: potency is the fitted concentration of half-maximal effect; % of control where 0% means no effect; nearly all actives have a fitted effect of over 65% in size
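AREc32 cells carrying an ARE-driven firefly luciferase, 1000 cells/well in OPTI-MEM with 5% FBS, dosed after overnight attachment and incubated 24 hr at 37 deg C. Steady-Glo luminescence read after 30 min at RT.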
A549 tox = A549 cytotoxicity, counter-screen for Nrf2 inhibitors. A549 ARE-Fluc cells, CellTiter-Fluor viability, 18-24 h. Potency, µM (doses to about 46 µM), without a hit: at the top dose activity change, negative = cytotoxicity, actives largely listed as inhibitors. 0.16% of 390,000 active; note: potency is the fitted concentration of half-maximal effect; % is set by controls: 0 for no effect and ±100 for the full control effect
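A549 ARE-Fluc cells in 5% FBS OPTI-MEM, 5000 cells/well, rested 2 h then exposed to compounds in concentration-response for 18-24 h at 37 °C. Viability by CellTiter-Fluor fluorescence (Ex 405/Em 525) after 30 min; luciferase luminescence (BugLite, 15 min, RT) read afterwards.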
TGFb inhibitor = TGF-b pathway inhibition; HepG2 CAGA-GFP TGF-b/SMAD3 reporter, GFP fluorescence, 18 h; TGF-beta stimulated, 500 pg/mL final; Potency, µM (series often up to 46.1 µM), for the others: top-dose activity, negative = inhibition, most hits filed as inhibitors; 1.2% of 410,000 active; note: potency is the fitted concentration of half-maximal effect; % is set by controls: 0 for no effect and ±100 for the full control effect; nearly all actives have a fitted effect of over 65% in size
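Cell-based qHTS in HEPG2 carrying a CAGA-GFP Smad reporter; compounds added before 500 pg/mL final TGF-beta, 18 h incubation at 37 degrees C, GFP fluorescence quantified per cell by imaging cytometry.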
pAkt inh = inhibitors of Akt phosphorylation. Neuro2A IGF-stimulated pAkt S473 HTRF, 20 min; hits give low values. activity change, % for hits at 50 µM. 0.32% of 360,000 active; in the data active = activity change below about -80%; inconclusive = mostly about -51% to -80%; note: % is set by controls: 0 for no effect and ±100 for the full control effect
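Single-point screen (50 µM final compound) in Neuro2A cells stimulated 20 min with 6 nM IGF at 37 deg C. After lysis, Ser473-phosphorylated Akt read by HTRF (ex 330 nm, em 615/665 nm) as the 665/615 ratio.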
Abeta yeast res = restores growth of yeast expressing A-beta42 peptide; yeast expressing A-beta42, growth rescue, OD600, 48 h; response scale: 0% DMSO, 100% iron-clioquinol control; Potency, µM (titrated, usually from 46.1 µM), inactives show at the top dose growth rescue, actives largely listed as activators; 0.063% of 410,000 active; note: potency is the fitted concentration of half-maximal effect; nearly all actives have a fitted effect of over 55% in size
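Growth rescue measured by 600 nm absorbance after 48 h yeast culture at 30 C with compound. Values normalized between DMSO and an equimolar ferric chloride plus clioquinol control.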
CCT modulator = cytosolic chaperonin activity modulation | purified chaperonin ATPase assay, HTRF ADP detection, 30 min | activity change, % (concentration not given with the values), hits read low | 0.3% of 360,000 active | AID 651819; in the data active = activity change below about -30%; note: % is set by controls: 0 for no effect and ±100 for the full control effect
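Nucleotide hydrolysis assay: TRiC at 20–40 nM final (set by batch activity) with 10 uM ATP, 30 min at 37 °C, in presence of 76 uM compound. Detection by competitive ADP HTRF, 30 min ambient.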
Nrf2 block = Nrf2 pathway inhibition | A549 ARE-Fluc reporter, luciferase luminescence, 18-24 h | Potency, µM (titrated, usually from 46 µM), for inactives: at the highest dose activity change, negative = inhibition, usual class: inhibitors | 2.1% of 360,000 active | AID 504444; note: potency is the fitted concentration of half-maximal effect; % is set by controls: 0 for no effect and ±100 for the full control effect; nearly all actives have a fitted effect of over 60% in size
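Nrf2 activity is the BugLite luminescence, read 15 min after reagent at room temperature, following CellTiter-Fluor cytotoxicity readout (30 min, 37C). Compound titrations were applied for 18-24 h to 5000 A549 ARE_Fluc cells/well in 5% FBS OPTI-MEM.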
Numbers without * were called inactive; i = inactive; ? = inconclusive; . = no result given; [ ] = another dose, or the depositor's remark. Unless noted, calls come from the whole dose curve; as a rule, active = well fitted curve in the direction sought with a large enough effect; inconclusive = small, poorly fitted or top-dose-only effect, or another doubt; inactive = no such curve, though single readings can be large; an effect the other way counts as inactive or inconclusive.

The opening 11 entries (preview)
SMILES	MmCpn inh	HepG2 tox	Nrf2 activator	A549 tox	TGFb inhibitor	pAkt inh	Abeta yeast res	CCT modulator	Nrf2 block
CCN(CCn1cccn1)C(=O)CCc1nnc(C2CCCCC2)o1	0%	-1%	-0.7%	1%	6%	i	-3%	-1.9	1%
CCOc1ccc(NC(=O)CN2C(=O)CSC(C)C2=O)cc1 (centres undefined)	1%	-15%	-0.4%	0%	8%	i	13%	-1.4	9%
COc1ccc(/C(O)=C2/C(=O)C(=O)N(CCCN3CCOCC3)C2c2ccc(C(C)C)cc2)cc1 (centres undefined)	-2%	-1%	-0.7%	-4%	0%	i	9%	1.2	-16%
O=C(CSc1nc2c([nH]c3ccccc32)c(=O)n1-c1ccccc1F)Nc1cccc(C(F)(F)F)c1	.	-22%	1.0%	-25%	?	.	-7%	.	.
CCN1CCN(C(c2ccc(OC)cc2)c2nnnn2Cc2ccc3c(c2)OCO3)CC1 (centres undefined)	?	-1%	0.9%	13%	9%	i	12%	1.0	9%
Cc1cccc(N(C(=O)CCC(=O)Nc2cccnc2)C(C(=O)NC2CCCC2)c2ccncc2)c1 (centres undefined)	0%	-4%	0.2%	-4%	0%	i	-5%	-6.0	8%
CCC(=O)N(CC)Cc1cc(=O)[nH]c2ccccc12	0%	1%	-0.6%	0%	-25%	i	-4%	0.0	-1%
Cc1cc(SCC(=O)Nc2ccccc2)nc(C)n1	0%	0%	-0.5%	9%	-23%	i	31%	2.3	24%
CC(=O)c1ccc(N2CCN(C(=O)c3ccc4[nH]c(C)c(C)c4c3)CC2)cc1	-1%	-24%	6.5%	-5%	?	i	-6%	1.9	?
COc1ccc2c(c1)-c1nc(/N=C/c3ccc(O)cc3)sc1CC2	-2%	3%	2.0%	12%	-2%	i	-16%	-1.3	7%
O=C(Nc1ccc(N2CCOCC2)c(S(=O)(=O)Nc2cc(Cl)ccc2Cl)c1)c1cccnc1	-1%	-29%	-0.1%	0%	-26%	i	?	-1.6	-20%

The list itself (from the top)
SMILES	MmCpn inh	HepG2 tox	Nrf2 activator	A549 tox	TGFb inhibitor	pAkt inh	Abeta yeast res	CCT modulator	Nrf2 block
CCN(CCn1cccn1)C(=O)CCc1nnc(C2CCCCC2)o1	0%	-1%	-0.7%	1%	6%	i	-3%	-1.9	1%
CCOc1ccc(NC(=O)CN2C(=O)CSC(C)C2=O)cc1 (centres undefined)	1%	-15%	-0.4%	0%	8%	i	13%	-1.4	9%
COc1ccc(/C(O)=C2/C(=O)C(=O)N(CCCN3CCOCC3)C2c2ccc(C(C)C)cc2)cc1 (centres undefined)	-2%	-1%	-0.7%	-4%	0%	i	9%	1.2	-16%
O=C(CSc1nc2c([nH]c3ccccc32)c(=O)n1-c1ccccc1F)Nc1cccc(C(F)(F)F)c1	.	-22%	1.0%	-25%	?	.	-7%	.	.
CCN1CCN(C(c2ccc(OC)cc2)c2nnnn2Cc2ccc3c(c2)OCO3)CC1 (centres undefined)	?	-1%	0.9%	13%	9%	i	12%	1.0	9%
Cc1cccc(N(C(=O)CCC(=O)Nc2cccnc2)C(C(=O)NC2CCCC2)c2ccncc2)c1 (centres undefined)	0%	-4%	0.2%	-4%	0%	i	-5%	-6.0	8%
CCC(=O)N(CC)Cc1cc(=O)[nH]c2ccccc12	0%	1%	-0.6%	0%	-25%	i	-4%	0.0	-1%
Cc1cc(SCC(=O)Nc2ccccc2)nc(C)n1	0%	0%	-0.5%	9%	-23%	i	31%	2.3	24%
CC(=O)c1ccc(N2CCN(C(=O)c3ccc4[nH]c(C)c(C)c4c3)CC2)cc1	-1%	-24%	6.5%	-5%	?	i	-6%	1.9	?
COc1ccc2c(c1)-c1nc(/N=C/c3ccc(O)cc3)sc1CC2	-2%	3%	2.0%	12%	-2%	i	-16%	-1.3	7%

Copied from above (two entries):
SMILES	MmCpn inh	HepG2 tox	Nrf2 activator	A549 tox	TGFb inhibitor	pAkt inh	Abeta yeast res	CCT modulator	Nrf2 block
CC(=O)c1ccc(N2CCN(C(=O)c3ccc4[nH]c(C)c(C)c4c3)CC2)cc1	-1%	-24%	6.5%	-5%	?	i	-6%	1.9	?
COc1ccc2c(c1)-c1nc(/N=C/c3ccc(O)cc3)sc1CC2	-2%	3%	2.0%	12%	-2%	i	-16%	-1.3	7%

The list continues:
SMILES	MmCpn inh	HepG2 tox	Nrf2 activator	A549 tox	TGFb inhibitor	pAkt inh	Abeta yeast res	CCT modulator	Nrf2 block
O=C(Nc1ccc(N2CCOCC2)c(S(=O)(=O)Nc2cc(Cl)ccc2Cl)c1)c1cccnc1	-1%	-29%	-0.1%	0%	-26%	i	?	-1.6	-20%
CN(c1ccccc1)S(=O)(=O)c1cccc(NC(=O)CSc2ncn[nH]2)c1	1%	2%	-0.1%	7%	6%	i	13%	-0.3	?
CCCc1nnc(SCC(=O)O)n1/N=C/c1ccc2c(c1)OCO2	1%	-14%	-0.3%	1%	0%	i	-17%	-63*	14%
Cc1cc(-c2ccccc2)nc(N2CCC(C(=O)NC34CC5CC(CC(C5)C3)C4)CC2)n1	2%	-1%	-0.1%	-1%	1%	-97%*	0%	-4.0	?
Cc1ccc(S(=O)(=O)N2CCC(C(=O)NC3CC(C)(C)NC(C)(C)C3)CC2)cc1	-4%	8%	0.1%	0%	3%	i	-10%	-1.2	9%
CCOc1ccc(NC(=S)N(CCCN2CCCC2)Cc2cccn2Cc2ccc(Cl)cc2)cc1	-4%	-18%	3.8%	-3%	-20%	i	-9%	-1.8	-2%
Cn1c(COc2ccc(Cl)cc2)nnc1SCC(=O)NC1CCCC1	2%	-14%	-0.2%	0%	-15%	i	0%	-0.8	?
Fc1ccc2[nH]c3c(Cl)ncnc3c2c1	0%	-18%	14%	-1%	0%	i	7%	-1.2	4%
COC(=O)c1c(C)oc(C)c1S(=O)(=O)NCc1ccc(OC)cc1	4%	-6%	0.2%	0%	-7%	i	18%	0.6	-19%
CCC(=O)N1CCc2cc(CNC(=O)Cc3ccc(OC)c(OC)c3)ccc21	.	-9%	-0.8%	0%	0%	.	-6%	.	.
CCOC(=O)c1ccc(NC(=O)Nc2ccn(C)n2)cc1	2%	-29%	1.6%	9%	20%	.	-9%	-1.8	.
O=c1c(NCc2cccs2)nccn1-c1ccccc1	.	-7%	6.9%	0%	7%	.	1%	.	?
CC#CCN(CC#CC)S(=O)(=O)c1ccc(S(=O)(=O)N2CCOCC2)cc1	2%	1%	-0.6%	7%	-21%	.	-8%	-0.1	-19%
COc1ccccc1CNC(=O)N1CCN(c2ccccc2Cl)CC1	-2%	11%	0.3%	1%	5%	i	?	0.8	-4%
COCCSc1nnc(NC(=O)c2cc(OC)c(OC)cc2[N+](=O)[O-])s1	0%	1%	-0.3%	2%	2%	i	-5%	0.7	-13%
O=C(COC(=O)CCc1nc2ccccc2s1)Nc1nc(-c2ccccc2)cs1	0%	1%	-0.3%	1%	-10%	i	1%	0.3	19%
CCOc1ccc(NC(=O)CN2C(=O)COc3ccc(S(=O)(=O)Nc4ccccc4)cc32)cc1	.	-29%	0.8%	0%	?	.	-13%	.	3%
Cn1cc(CNC(=O)C2CCCCC2)cn1	-1%	-1%	-0.2%	4%	12%	i	14%	0.0	16%
CCOc1cc(C(=O)NCC(C)CN(C)C)cc(OCC)c1OCC (centres undefined)	.	-16%	0.4%	18%	-6%	i	8%	-1.6	7%
CC1(C(=O)Nc2cccc3ccccc23)CCN1C(=O)C1(c2ccccc2)CCCC1 (centres undefined)	.	1%	-0.1%[9.22 µM]	.	2%	i	12%	0.3	.
CCOC(=O)c1nn(-c2ccc3ccccc3c2)cc1O	-1%	-20%	3.1%	5%	-11%	i	4%	-2.5	23%
CC(=O)Nc1ccc(Nc2ncnc(N)c2[N+](=O)[O-])cc1	3%	9%	-1.0%	-5%	0%	i	11%	3.1	-1%
CC(Sc1ccccc1)C(=O)N1CCN(S(=O)(=O)c2ccccc2C(F)(F)F)CC1 (centres undefined)	1%	-15%	-0.1%	-3%	-13%	i	27%	0.9	-9%
COc1ccc(CNC(=O)CCS(=O)(=O)c2cc(Br)cc3c2N(C(C)=O)C(C)C3)cc1 (centres undefined)	.	-8%	-0.7%	2%	15%	.	-15%	.	-7%
COC(=O)c1cn(C(=O)c2cc(OC)cc(OC)c2)c2ccccc12	1%	-2%	0.4%	-10%	0%	i	19%	1.6	-1%
O=C(N/N=C\c1cccnc1)c1ccc(Cl)cc1Cl	1%	4%	-0.3%	-2%	10%	i	10%	-2.9	12%
CCOc1cc(C2C(C(=O)OC)=C(C)NC3=C2C(=O)c2ccccc23)ccc1OC (centres undefined)	.	-30%	16%	?	0%	.	1%	.	.
CCc1nnc(NC(=O)CSc2nnc(Cc3ccccc3)n2-c2ccccc2)s1	-5%	-12%	0.2%	7%	4%	i	2%	0.1	4%
